# High-throughput results deposited in PubChem BioAssay by several laboratories.
# Keap1 Nrf2 FP – Keap1-Nrf2 protein-protein interaction inhibitors, primary screen, biochemical, fluorescence polarization, single point | Keap1 Kelch-Nrf2 peptide fluorescence polarization, 1536-well | inhibition, % at 9.4 µM | 340,000 tested, 0.15% active | Kelch-like ECH-associated protein 1 (Homo sapiens), Q14145; in the data active = inhibition above about 12%;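 also: human Keap1 Kelch domain with fluorescein labeled Nrf2 9mer peptide probe; 0% = neutral control wells and 100% = peptide positive control; higher means more block of Keap1 binding to Nrf2 peptide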
# Target sequence (Q14145 whole entry, looked up, the tested form may be a part): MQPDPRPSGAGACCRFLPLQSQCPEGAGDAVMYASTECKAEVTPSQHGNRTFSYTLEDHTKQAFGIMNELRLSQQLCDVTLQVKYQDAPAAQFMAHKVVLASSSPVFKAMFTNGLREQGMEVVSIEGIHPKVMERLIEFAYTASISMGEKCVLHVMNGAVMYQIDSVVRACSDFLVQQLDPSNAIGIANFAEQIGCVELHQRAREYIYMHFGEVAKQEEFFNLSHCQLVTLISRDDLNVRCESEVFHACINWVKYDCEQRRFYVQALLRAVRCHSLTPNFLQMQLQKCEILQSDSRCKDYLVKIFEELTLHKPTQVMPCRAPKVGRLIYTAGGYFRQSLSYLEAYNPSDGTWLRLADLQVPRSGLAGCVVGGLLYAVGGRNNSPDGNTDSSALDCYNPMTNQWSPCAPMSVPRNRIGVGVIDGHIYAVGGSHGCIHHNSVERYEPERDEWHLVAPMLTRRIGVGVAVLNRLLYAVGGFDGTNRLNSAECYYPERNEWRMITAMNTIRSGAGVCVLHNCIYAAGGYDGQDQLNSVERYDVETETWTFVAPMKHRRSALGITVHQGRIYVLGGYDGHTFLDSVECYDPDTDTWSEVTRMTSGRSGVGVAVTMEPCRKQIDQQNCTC
# RTF Ca sens inh – cardiac RTF calcium sensitivity inhibitors, primary screen, biochemical, IANBD-TnC fluorescence, EC70 calcium | Troponin I, cardiac muscle (Homo sapiens) + Troponin T, cardiac muscle (Homo sapiens) + … | inhibition, % at 7.15 µM | 340,000 tested, 0.12% active | AID 493244, 2011 | IANBD-labeled cardiac RTF, Ca2+ fluorescence;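 active = inhibition above the mean inhibition of all tested compounds plus 3 SD, cut at about 17% in these data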;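 also: assay run at fixed EC70 calcium of 1.6 mM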
# DSG3 Ab inh – inhibitors of pemphigus antibody binding to DSG3, primary screen, biochemical, bead-based, flow cytometry, scFv-GFP; DSG3-coupled beads, scFv-anti-DSG3-GFP binding; stronger effect = lower value; binding (percent of control), % at 10 µM; Desmoglein-3 (Homo sapiens), P32926; 310,000 tested, 0.48% active; AID 588358, 2011;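 active = binding more than 3 SD below its plate's average and above zero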;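 also: hits lower antibody fragment binding to DSG3; some compounds called inactive have numbers as strong as hits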
# Arr AP2 block – inhibitors of beta-arrestin/AP2 binding, primary screen, biochemical, GPCR trafficking, flow cytometry; beta-arrestin 1 C-terminal peptide binding to AP2 beta2-adaptin appendage (human); FITC-arrestin peptide / GST-AP2 beads; AP2 beta2 appendage carries R879A mutation; inhibition, % at 10 µM; 340,000 tested, 0.31% active; AID 504490, 2011;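 active = inhibition above a set limit, near 3 SD of compounds lacking own fluorescence, cut at about 54% in these data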;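 also: plate controls were DMSO wells for no effect and 5 µM unlabelled arrestin peptide for full effect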
#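 system = GST-tagged AP2 beta2-adaptin appendage (R879A) on 4 µm glutathione beads | reagent = FITC-labelled arrestin peptide probe, 50 nM final | schedule = compound with beads 12 min RT, then probe 1 h RT | signal = HyperCyt-sampled flow cytometry, FL1 channel, ex 488/em 535 nm | read-out = percent response from loss of bead-bound FITC fluorescence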
# DAGLB inh – DAGLB lipase inhibitors, primary screen, biochemical, fluorescence, HTS | HEK293T DAGLB membrane lysate, EnzChek fluorogenic substrate | 340,000 tested, 0.059% active | inhibition, % at 5.17 µM | Diacylglycerol lipase-beta (Homo sapiens), Q8NCG7; in the data active = inhibition above about 34%;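 also: 0% = enzyme with vehicle and 100% = wells lacking enzyme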
# CAL PDZ FP-1 – untagged CAL PDZ binding inhibitors, primary screen, biochemical, fluorescence polarization, HTS; Golgi-associated PDZ and coiled-coil motif-containing protein (Homo sapiens), Q9HD26; purified CAL PDZ, TMR-peptide fluorescence polarization, 1 h; inhibition, % at 24.9 µM; 300,000 tested, 0.92% active; AID 602252, 2012;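 active = mean inhibition of at least 30% with at least half of replicates also reaching 30%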;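 also: 0% = DMSO neutral control and 100% = excess unlabeled competitor peptide PRC23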
# CAL PDZ FP-2 – CAL PDZ peptide-binding inhibitors, primary screen, biochemical, fluorescence polarization, Cer-tagged CAL PDZ, HTS; Golgi-associated PDZ and coiled-coil motif-containing protein (Homo sapiens), Q9HD26; purified CAL PDZ, TMR-peptide fluorescence polarization, 1 h; inhibition, % at 20 µM; 330,000 tested, 0.02% active; AID 504414, 2011;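 active = highest replicate inhibition of at least 40%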;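 also: plate controls were DMSO neutral control wells for no effect and unlabeled competitor peptide control wells for full effect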
#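 System: tagged CAL PDZ domain. Schedule: 1 h room-temperature incubation prior to read. Signal: fluorescence polarization (mP). Measure: percent inhibition from loss of millipolarization.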
# NSD2 HMT inh – NSD2 histone methyltransferase inhibitors, primary screen, biochemical, AlphaScreen, single concentration, set 2 | NSD2 peptide methylation, 120 min | 310,000 tested, 0.54% active | Histone-lysine N-methyltransferase NSD2 (Homo sapiens), O96028 | AID 743445, 2014 | inhibition, % at 12.5 µM; in the data active = inhibition above about 50%
# V-ATPase pH – regulators of yeast V-ATPase proton pumping, primary screen, pHLuorin cytosolic pH fluorescence | S. cerevisiae | response, % at 10 µM | 350,000 tested, 0.37% active | AID 504577, 2011; in the data active = response mostly above about 7.3%, no sharp cut-off; inactive = mostly below about 5.4%; also: actives read high; inactives centre near 0; some compounds called inactive have numbers as strong as hits; reference of the scale not given here
# LANA DNA inh – inhibitors of KSHV C-LANA binding to DNA, primary screen, biochemical, fluorescence polarization, FAM-LBS DNA, MBP-C-LANA, single point. inhibition, % at 9 µM. 340,000 tested, 0.078% active. AID 504423, 2011;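 active = highest replicate inhibition at or above 60% at 9 µM, even if other replicates fall short; inactive = all replicates below 60% inhibition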;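 also: 0% = neutral control wells and 100% = 4 µM acridine orange control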
# * = called active by the depositor; · = no result given.
SMILES,Keap1 Nrf2 FP,RTF Ca sens inh,DSG3 Ab inh,Arr AP2 block,DAGLB inh,CAL PDZ FP-1,CAL PDZ FP-2,NSD2 HMT inh,V-ATPase pH,LANA DNA inh
CCCCCOc1ccccc1C(=O)NCCCC(=O)O,-1,1,103,-2,1,0,-2.5,0,-6,0.6
CC(=O)C[C@H](O)CC(=O)[C@@H]1OC(=O)CCCCCCc2ccccc21,0,-1,97,0,-1,4,-0.8,·,-1,-0.5
C=CCNc1nc(N)c([N+](=O)[O-])c(NC2CCCCC2)n1,-1,-3,105,49,-7,-5,-0.5,·,1,0.3
Cc1nnc2ccc(Oc3ccc(-c4ccccc4)cc3)nn12,-3,1,94,0,1,-9,-2.7,-3,-1,-0.5
COc1ccc(NC(=O)N2Cc3ccccc3CC2C(=O)NC(C)(C)C)cc1 (stereo not given),-1,-3,108,-3,-5,0,-1.0,3,-2,0.8
O=C(NCC1(N2CCCCC2)CCCCC1)c1ccc(NS(=O)(=O)c2ccc(F)cc2)cc1,·,5,105,-9,1,-1,-0.8,1,2,·
Cc1nn(CC(=O)NCCCN2CCN(Cc3ccccc3)CC2)c(=O)c2cc(-c3ccccc3)nn12,-4,1,·,-5,-2,-2,-0.4,-1,-4,0.2
OC1(c2ccc(F)cc2)CCN(Cc2nnnn2Cc2cccs2)CC1,-5,-1,101,1,3,4,-5.0,0,-3,-1.7
Cc1ccc2cc(C#N)c(SCC(=O)NNC(=O)Cc3ccccc3)nc2c1,-2,-9,99,20,0,-5,0.4,15,-4,2.4
O=C(NCC1CCCO1)c1cnn2c1NC(c1ccccc1)CC2C(F)(F)F (stereo not given),-5,0,105,4,0,-5,-0.3,3,1,2.5
O=C(NCCN1CCOCC1)c1c(O)nc2sccn2c1=O,-2,10,105,-4,-1,-3,-0.1,-19,1,-0.5
COC(=O)c1ccccc1NC(=O)c1sc(N)nc1C,-4,5,103,7,2,4,-2.0,0,-2,-2.4
Cc1ccc(C)c(C(=O)Nc2c(C(N)=O)oc3ccccc23)c1,-1,-5,98,-7,-4,·,-1.0,·,1,-0.1
CCn1c2ccccc2c2nnc(SCC(=O)NCCOC)nc21,3,9,94,1,-2,0,0.0,0,-4,-0.6
CC(=O)Oc1cccc(N2C(=O)c3ccccc3C2=O)c1,-4,-11,99,-2,0,-5,0.0,-3,3,1.4
COc1cccc(NC(=O)NCCC2=CCCCC2)c1,3,1,97,-29,-8,3,-2.4,6,0,0.9
CCCCOc1ccc(N(CC(=O)NCc2ccccc2)C(=O)c2csnn2)cc1,-7,3,100,1,0,0,-3.0,-2,-1,-0.8
CCCCn1c(SCC(=O)NC(=O)Cc2ccccc2)nc2ccccc2c1=O,-4,-7,104,-7,-3,-2,0.2,0,-2,-1.8
Cc1cc(N2CCN(S(=O)(=O)c3ccc(Br)cc3)CC2)n2ncnc2n1,1,9,110,34,0,1,-0.5,-1,-1,-0.6
CCCCCOc1ccc(/C=c2\sc3nc(=O)c(-c4ccccc4)nn3c2=O)cc1OC,-7,-17,111,9,6,9,-2.5,2,-3,0.3
COc1cccc(C(=O)NCCSCc2ccccc2Cl)c1,5,-5,104,7,-7,·,0.3,-7,-3,·
COc1cccc(N2CCN(S(=O)(=O)c3ccc(-c4cnc(C5CC5)o4)cc3)CC2)c1,0,-2,94,4,-3,·,-0.1,-3,1,1.3
Cc1cc(C)c2c(c1)NC(C(=O)O)C1CC=CC21 (stereo not given),6,16,102,32,11,4,1.3,31,-3,58
COc1ccc2[nH]c(C)c(CCNc3ccc(C(F)(F)F)cc3[N+](=O)[O-])c2c1,-2,-5,111,-7,7,-1,-0.2,6,5,-1.8
Cc1cccc(NC(=O)C2CCN(C(=O)NCc3ccccc3)CC2)c1C,-5,-1,76,17,-1,-4,-0.9,66*,2,0.1
O=C(Nc1cccnc1)c1cc2nc(C3CC3)cc(C(F)(F)F)n2n1,4,-12,100,6,2,·,-0.4,-5,-2,-0.6
O=C1NC(c2ccccc2)=C(c2nc3ccccc3s2)C(c2ccc(F)cc2)N1 (stereo not given),-1,4,97,2,1,16,1.0,-1,-2,0.9
CCC(C(=O)N1CCN(Cc2ccc3c(c2)OCO3)CC1)n1c(=O)[nH]c2ccccc2c1=O (stereo not given),-4,-1,87,2,3,2,-1.5,-1,-1,1.0
COc1cccc(-c2nnc3sc(C4CCCCC4)nn23)c1,0,-6,·,-4,-6,-3,-5.1,-2,0,-1.5
O=C(c1cccc2ccccc12)N1CCCCC1,-4,-8,108,4,0,14,-0.2,16,-1,-1.4
Cc1ccc2c(c1)c1c3n2CCN=C3CCC1,-3,0,98,-2,1,4,-1.7,-2,-4,0.2
Nc1nnnn1/N=C/c1cccc(OCc2ccccc2Cl)c1,-1,-3,94,5,-5,-2,-1.3,-2,0,-1.3
CCOC(=O)C1CCCN(C(=O)Cn2c(=O)c3cccn3c3cccnc32)C1 (stereo not given),1,-12,87,3,3,1,-0.3,-1,-1,-0.1
CCN1C(=O)/C(=C2/Sc3ccc(OC)cc3N2C)SC1=Nc1ccc(OC)cc1,-2,-7,105,8,-1,-4,0.0,-5,-2,-1.4
CCN1CCN(C(=O)Nc2cccc3ccccc23)CC1,-2,-23,·,-10,-1,-2,·,1,2,-1.6
COc1ccc2c(c1OC)C(=O)OC2N1C(=O)CC[C@H]1C(=O)Nc1ccc(F)cc1F (stereo not given in full),-4,5,103,8,-1,-2,0.9,·,-1,0.8
CCc1nc(NCc2cccnc2)c2oc3ccccc3c2n1,-7,-6,100,19,-1,-4,-1.9,-3,-2,-1.6
Cc1ccc2oc(=O)cc(CN3CCN(Cc4ccccc4)CC3)c2c1,-2,-2,109,9,0,-4,-1.0,2,3,-0.9
COc1ccc(CCNC(=O)COc2ccc(S(=O)(=O)NCC(C)C)cc2Cl)cc1OC,1,3,97,32,-2,1,-0.3,0,0,-0.7
CC12CCC(C(=O)Nc3ccccc3N3CCOCC3)(CC1=O)C2(C)C (stereo not given),-5,-5,106,-4,2,1,0.5,0,-3,1.4
COCC(C)n1c(C)cc(C(=O)COc2ccc(S(=O)(=O)N3CCOCC3)cc2Cl)c1C (stereo not given),-2,-5,105,11,1,-1,-2.8,-1,-3,1.7
COC(=O)c1ccc(C)c(NC(=O)CCSc2ccc(C)cc2)c1,0,-4,99,1,-3,12,-0.4,-3,0,0.2
COc1ccccc1NC(=O)c1ccc2nc(C)c(C)nc2c1,5,-3,106,-5,3,-4,-2.6,0,-2,0.5
COC(=O)c1ccc(NC(=O)c2cccc(N3C(=O)C4C5C=CC(C6CC56)C4C3=O)c2)cc1 (stereo not given),-7,-4,115,-3,-4,·,-0.1,-2,1,2.1
COc1ccc(C2C(C#N)=C(N)Oc3n[nH]c(C)c32)cc1Cn1nc(C)c([N+](=O)[O-])c1C (stereo not given),0,-3,99,16,3,-2,1.1,6,-8,-0.6
O=C(Nc1ccccn1)c1ccc(CN(c2ccccc2)S(=O)(=O)c2ccccc2)cc1,3,-10,102,1,-3,-5,-1.1,-2,-1,-0.1
Cc1cc(C)c(C#N)c(SCc2nc3ccccc3[nH]2)n1,0,1,·,0,-3,-5,-2.4,2,1,0.4
Cc1cc2nnc(SCC(=O)OC(C)C)n2c2ccccc12,7,2,·,-1,0,-18,-2.0,-1,-2,1.9
CCC(C)(C)n1nnnc1C(c1cccnc1)N1CCN(c2cccc(C(F)(F)F)c2)CC1 (stereo not given),-2,-14,·,10,2,-1,-0.1,-3,1,0.2

# Full records, quoted from the list:
# O=C(Nc1ccccn1)c1ccc(CN(c2ccccc2)S(=O)(=O)c2ccccc2)cc1 across the screens: Keap1 Nrf2 FP = 3; RTF Ca sens inh = -10; DSG3 Ab inh = 102; Arr AP2 block = 1; DAGLB inh = -3; CAL PDZ FP-1 = -5; CAL PDZ FP-2 = -1.1; NSD2 HMT inh = -2; V-ATPase pH = -1; LANA DNA inh = -0.1
# COc1ccc(C2C(C#N)=C(N)Oc3n[nH]c(C)c32)cc1Cn1nc(C)c([N+](=O)[O-])c1C (stereo not given) across the screens: Keap1 Nrf2 FP = 0; RTF Ca sens inh = -3; DSG3 Ab inh = 99; Arr AP2 block = 16; DAGLB inh = 3; CAL PDZ FP-1 = -2; CAL PDZ FP-2 = 1.1; NSD2 HMT inh = 6; V-ATPase pH = -8; LANA DNA inh = -0.6

# An excerpt from the list above, for reference:
SMILES,Keap1 Nrf2 FP,RTF Ca sens inh,DSG3 Ab inh,Arr AP2 block,DAGLB inh,CAL PDZ FP-1,CAL PDZ FP-2,NSD2 HMT inh,V-ATPase pH,LANA DNA inh
COC(=O)c1ccc(NC(=O)c2cccc(N3C(=O)C4C5C=CC(C6CC56)C4C3=O)c2)cc1 (stereo not given),-7,-4,115,-3,-4,·,-0.1,-2,1,2.1
COc1ccc(C2C(C#N)=C(N)Oc3n[nH]c(C)c32)cc1Cn1nc(C)c([N+](=O)[O-])c1C (stereo not given),0,-3,99,16,3,-2,1.1,6,-8,-0.6
O=C(Nc1ccccn1)c1ccc(CN(c2ccccc2)S(=O)(=O)c2ccccc2)cc1,3,-10,102,1,-3,-5,-1.1,-2,-1,-0.1
Cc1cc(C)c(C#N)c(SCc2nc3ccccc3[nH]2)n1,0,1,·,0,-3,-5,-2.4,2,1,0.4
Cc1cc2nnc(SCC(=O)OC(C)C)n2c2ccccc12,7,2,·,-1,0,-18,-2.0,-1,-2,1.9
CCC(C)(C)n1nnnc1C(c1cccnc1)N1CCN(c2cccc(C(F)(F)F)c2)CC1 (stereo not given),-2,-14,·,10,2,-1,-0.1,-3,1,0.2

# Some of the compounds tested; count on the stated rates, not on these rows.
